# ARFGAP1 inhibitor: inhibitors of rat ARFGAP1 GAP activity, primary screen, biochemical, fluorescence polarization, GDP tracer. ADP-ribosylation factor GTPase-activating protein 1 (Rattus norvegicus), Q62848. Arfgap1-stimulated ARF1 GTP hydrolysis, GDP FP detection. inhibition, % at 16.5 µM. 360,000 tested, 0.26% active;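 active = inhibition above a per-plate limit, mean inhibition of low control wells plus 3 SD, cut at about 25% in these data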;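 also: 0% = DMSO wells with enzyme and 100% = wells lacking Arfgap1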
# Target sequence (Q62848 1-136 limits assumed): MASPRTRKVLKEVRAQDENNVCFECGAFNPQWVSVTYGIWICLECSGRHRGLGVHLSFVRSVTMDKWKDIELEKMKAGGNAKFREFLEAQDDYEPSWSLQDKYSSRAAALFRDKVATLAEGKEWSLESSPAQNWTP
#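 System: truncated rat Arfgap1 GAP domain / Benchmarks: high control wells lacking Arfgap1, low control full reaction with DMSO / Times: compound-enzyme preincubation 20 min, reaction 120 min, detection 60 min, 25 °C / Repeats: one replicate per compound / Also added: human ARF1(Δ1-17)-GTP substrate / Measured by: Tracer-displacement fluorescence polarization with EDTA stop, 620/688 nm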
# NPR1 activator: GC-A stimulated cGMP production enhancers – HEK293 GC-A cells, cGMP TR-FRET, EC30 ANP, primary screen | Atrial natriuretic peptide receptor 1 (Homo sapiens), P16066 | 0% at EC30 ANP, 100% saturating ANP | activation, % at 10 µM | 370,000 tested, 0.14% active; in the data active = activation above about 40%
# FXN GAA850 act: FXN promoter activators, primary screen, cell-based, luciferase luminescence, HEK293 lucGAA850 | activation, % at 6 µM | 360,000 tested, 0.56% active | HEK293 lucGAA850 FXN promoter luciferase reporter, 24 h; percent of 10 µM SAHA response | AID 540364, 2011;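 active = activation above the average of all compounds screened plus 3 SD, cutoff fixed separately per campaign, cut at about 7.5% in these data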;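 also: 0% = DMSO wells and 100% = 10 µM SAHA wells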
# sPLA2-III inh: human group III sPLA2 inhibitors, primary screen, biochemical, QFRET, BODIPY PC-A2 liposome substrate; Group 3 secretory phospholipase A2 (Homo sapiens), Q9NZ20; QFRET BODIPY PC-A2 liposome hydrolysis, fluorescence; 370,000 tested, 0.56% active; inhibition, % at 12.2 µM;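 active = inhibition above mean plus 3 SD of compounds lying within the high and low control bounds, cut at about 19% in these data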;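 also: 0% = median of test compound wells and 100% = no enzyme DMSO wells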
# rCAG binder: binders of r(CAG) RNA repeats, primary screen, biochemical, fluorescence | inhibition, % at 3 µM | r(CAG) RNA repeat, TO-PRO-1 dye displacement fluorescence | 370,000 tested, 1.3% active;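 active = inhibition above the plate cutoff, the mean of all test compounds on that plate plus 3 SD, cut at about 35% in these data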;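 also: 0% = DMSO alone and 100% = 100 µM mitoxantrone as full dye displacement; higher means more dye released from RNA so lower well fluorescence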
# NPR2 activator: human GC-B receptor activators, primary screen, HEK293 GC-B cells, cGMP TR-FRET, EC30 CNP | Atrial natriuretic peptide receptor 2 (Homo sapiens), P20594 | 0% at EC30 CNP, 100% saturating CNP | activation, % at 10 µM | 370,000 tested, 0.11% active;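 active = activation at 10 µM reaching about 35% in either raw or pattern-adjusted values, limit read from the data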
# Tn6 DDE FP: inhibitors of Tn6 peptide binding to fibrin DD(E), primary screen, biochemical, fluorescence polarization, human fibrin, Tn6 probe; Fibrinogen beta chain (Homo sapiens), P02675; Fibrin DD(E) TRITC-Tn6 fluorescence polarization displacement; inhibition, % at 8.3 µM; 370,000 tested, 0.21% active; AID 720509, 2013;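 active = inhibition above a per-campaign cutoff: mean of compounds within control limits plus 3 SD, cut at about 15% in these data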;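 also: 0% = median of all compound wells on the plate and 100% = blocking peptide control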
# proKLK7 act: proKLK7 zymogen activators, primary screen, biochemical, fluorescence intensity. purified proKLK7, EDANS-DABCYL substrate fluorescence; 100% is mature enzyme control, 0% vehicle. activation, % at 7 µM. 370,000 tested, 0.9% active. AID 652039, 2013;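 active = activation above the mean of all tested compounds plus 3 SD, computed per campaign excluding outliers beyond control limits, cut at about 13% in these data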
# Target sequence (P49862 whole entry, looked up): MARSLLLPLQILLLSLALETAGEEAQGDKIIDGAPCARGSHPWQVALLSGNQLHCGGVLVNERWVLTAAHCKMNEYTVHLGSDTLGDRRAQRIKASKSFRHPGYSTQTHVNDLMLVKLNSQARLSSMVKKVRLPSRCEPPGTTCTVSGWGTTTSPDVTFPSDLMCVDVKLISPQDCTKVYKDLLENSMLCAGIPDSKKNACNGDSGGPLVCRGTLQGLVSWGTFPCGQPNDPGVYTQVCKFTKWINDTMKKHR
# ADAM10 inh: human ADAM10 inhibitors, primary screen, biochemical, QFRET, HTS. Disintegrin and metalloproteinase domain-containing protein 10 (Homo sapiens), O14672. recombinant ADAM10, EDANS/DABCYL FRET peptide cleavage, 3 h. inhibition, % at 7 µM. 370,000 tested, 0.62% active. AID 720582, 2013;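 active = inhibition above a per-campaign cutoff equal to the mean of compounds falling between control-based bounds plus 3 SD, cut at about 20% in these data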;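 also: 0% = DMSO wells while the 100% control is not disclosed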
# ASAP1 inh: inhibitors of human ASAP1 ArfGAP activity, primary screen, biochemical, fluorescence polarization | Arf-GAP with SH3 domain, ANK repeat and PH domain-containing protein 1 (Homo sapiens), … | ASAP1-stimulated ARF1 GTP hydrolysis, GDP FP detection | inhibition, % at 16.5 µM | 360,000 tested, 0.19% active; in the data active = inhibition above about 25%;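 also: 0% = vehicle with enzyme and substrate and 100% = no enzyme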
# Target sequence (Q9ULH1 325-724 limits assumed): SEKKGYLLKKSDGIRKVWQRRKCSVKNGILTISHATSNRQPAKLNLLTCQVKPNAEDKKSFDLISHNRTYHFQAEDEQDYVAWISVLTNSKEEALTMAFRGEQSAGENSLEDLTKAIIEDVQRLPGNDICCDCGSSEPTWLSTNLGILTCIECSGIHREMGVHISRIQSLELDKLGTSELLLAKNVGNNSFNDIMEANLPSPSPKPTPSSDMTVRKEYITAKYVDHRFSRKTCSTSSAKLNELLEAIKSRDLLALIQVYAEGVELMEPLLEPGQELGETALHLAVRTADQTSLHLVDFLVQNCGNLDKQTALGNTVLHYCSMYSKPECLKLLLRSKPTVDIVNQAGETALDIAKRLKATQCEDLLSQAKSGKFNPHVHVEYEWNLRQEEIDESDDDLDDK
# * = called active by the depositor; i = inactive; / = no result given. Random draw from the library; about 4.5% have a hit in one of these screens.
SMILES,ARFGAP1 inhibitor,NPR1 activator,FXN GAA850 act,sPLA2-III inh,rCAG binder,NPR2 activator,Tn6 DDE FP,proKLK7 act,ADAM10 inh,ASAP1 inh
CCOC(=O)CNc1c(-c2ccc(O)cc2)nc2ccccn12,9.4,3.3,3.7,3.8,-4.0,0.3,4.1,20.1*,i,-16.1
CC(=O)OCC1OC(OCc2cn(C[C@H]3CC[C@H](Cn4cc(COC5OC(COC(C)=O)C(OC(C)=O)C(OC(C)=O)C5OC(C)=O)nn4)O3)nn2)C(OC(C)=O)C(OC(C)=O)C1OC(C)=O (stereo partly drawn),0.7,0.0,1.0,7.0,-8.9,-0.8,-4.9,0.4,-6.1,-3.3
CN1C(=O)/C(=C\C(=O)c2cccs2)c2ccccc21,-1.4,1.4,0.8,8.7,8.7,-0.8,5.1,0.5,5.7,6.3
Cc1ccc(NS(=O)(=O)c2csc(C(N)=O)c2)cc1C,13.2,-1.2,1.8,-3.7,-0.9,-2.9,-4.0,0.4,-4.5,6.3
COCCN1C(=O)CCC1(C)c1nnnn1-c1ccc2ccccc2c1 (stereo not drawn),4.0,-0.7,/,2.9,0.2,2.7,-0.8,-0.8,-11.7,-0.3
Cc1[nH]c(=O)[nH]c(=O)c1S(=O)(=O)N(CC(C)C)CC(C)C,2.7,-3.3,2.1,4.0,5.2,5.3,2.0,0.1,8.9,4.6
CCOC(=O)CCCCCC(=O)Nc1ccc2c(c1)CC(=O)N([C@@H](C)CO)C[C@H](C)[C@@H](CN(C)C(=O)Nc1ccc3c(c1)OCO3)O2,0.7,2.1,-0.9,4.0,5.6,-2.3,-3.2,0.3,-3.8,-10.9
Cc1ccc(OCC(=O)NCCCNC(=O)c2ccncc2)cc1,6.4,2.6,-0.1,1.5,0.1,0.6,0.3,0.0,-4.7,6.6
Cc1cccc(N2C(=O)CC(Sc3nc(C)c4c(n3)CCCC4)C2=O)c1 (stereo not drawn),-7.2,-3.0,2.0,2.5,-0.8,1.7,0.2,0.0,2.9,-6.4
O=C(c1ccc2ccccc2c1)C1CCCN(C(=O)c2cccnc2)C1 (stereo not drawn),-4.7,1.0,1.5,3.9,-5.9,1.5,3.0,1.0,-60.4,14.2
COC(=O)[C@]12C[C@H](CC(=O)NCCc3ccccc3OC)C(=O)N(Cc3ccco3)C1=C[C@H](COCc1ccccc1)O[C@@H]2C,/,-4.2,/,-6.5,6.7,3.1,-6.4,0.4,6.6,/
COc1ccc(C(=O)CSc2nnc(NC(=O)C3CC(=O)N(c4cccc(OC)c4)C3)s2)cc1 (stereo not drawn),-6.4,-2.0,-0.6,-46.4,9.2,-10.4,6.9,-0.1,-2.1,0.5
Cc1c(Cl)cccc1NC(=S)N1CCOCC1,-2.6,-1.3,0.1,0.8,2.0,-0.2,5.4,0.1,2.1,3.1
O=C(NCc1ccccc1)c1cccc(NC(=O)C2CCCCC2)c1,0.7,3.2,0.7,-4.2,0.9,2.2,3.2,-0.5,4.3,15.9
N#Cc1ccc(OCC(=O)NNC(=O)C2CCCCC2)cc1,-5.6,-0.6,-1.2,2.1,3.1,3.1,1.6,0.6,-16.8,10.0
O=C(CC1C(=O)OCN1C(=O)OCc1ccccc1)OCC(=O)c1ccccc1 (stereo not drawn),5.9,4.1,0.2,-3.0,-1.7,5.7,-4.5,-0.2,2.0,-1.4
COc1cccc(C=O)c1OC(=O)N1CCOCC1,0.3,1.0,1.1,2.4,-3.6,-0.9,3.4,-2.8,-2.7,-15.0
CCOC(=O)C(C)Oc1cccc2c(=O)n(CC(=O)NCc3ccccc3)ccc12 (stereo not drawn),10.5,2.6,0.2,-4.1,0.3,4.7,-0.1,0.4,-21.6,1.2
O=C(CN1C(=O)C2C3C=CC(C3)C2C1=O)Nc1ccc2c(c1)OCCO2 (stereo not drawn),1.0,2.5,1.4,3.7,3.7,3.0,-3.7,0.0,7.0,2.1
Cc1cccc2c(C(=O)Nc3ccc(Br)cc3)cc(-c3ccccn3)nc12,-2.7,-5.6,0.8,12.1,1.1,0.7,-10.3,-0.4,-18.0,-5.0
CCOC(=O)c1nnc(-c2ccccc2)nc1Oc1ccc(Cl)cc1,18.7,-1.9,0.3,4.8,-2.7,0.1,2.5,-49.2,2.2,7.9
Cc1ccc([C@H]2C[C@@H](n3cc(-c4ccc(F)cc4)nn3)[C@H](O)CN2Cc2cccs2)cc1,-11.4,-6.9,0.0,0.6,4.3,-8.5,12.2,-0.7,-2.3,-10.2
COc1ccc(NC(=O)CN(c2ccccc2)S(=O)(=O)N(C)C)cc1OC,3.1,0.3,-1.6,-1.4,6.1,-1.2,-5.8,0.4,5.9,0.4
CC(C)c1ccc2[nH]c(O)c(N=NC(=O)c3cccc(S(=O)(=O)N4CCCCC4)c3)c2c1,-1.2,0.9,3.4,-7.9,3.9,1.2,-4.0,-0.2,4.5,-1.0
CCCOC(=O)c1ccc(NC(=O)c2cc(Cl)ccc2OC)cc1,7.4,0.6,3.5,-0.9,0.6,-1.5,0.6,-0.3,3.2,-4.4
CCC(=O)Nc1ccc(C(=O)Nc2cccnc2)cc1,21.3,-3.5,0.9,6.9,-0.8,-1.9,-4.7,-0.3,5.0,15.5
CCC(C)(C)C1CCc2[nH]nc(C(=O)N/N=C(\C)c3ccco3)c2C1 (stereo not drawn),2.7,-3.6,-1.2,4.8,-0.4,-7.6,2.6,-0.2,3.7,9.1
O=C(O)CCC(=O)Nc1ccc(Cc2ccc(NC(=O)CCC(=O)O)cc2)cc1,1.6,0.2,1.1,7.5,3.8,-6.2,-3.8,0.1,11.7,2.2
CCOc1cc2[nH]c(=S)n(Cc3ccc(C(=O)O)cc3)c(=O)c2cc1OCC,-3.2,1.1,1.6,-2.7,7.9,-5.1,2.6,0.5,5.5,-7.1
CCCOc1ccc(C(=O)NCC2OCCc3ccccc32)cc1OC (stereo not drawn),-4.9,3.0,2.6,-3.5,-6.4,1.9,4.1,0.3,-2.2,2.2
[N-]=[N+]=N[C@@H](CCN1CC[C@H](O)CCC1=O)c1ccccc1,6.5,-2.6,0.6,1.0,-2.5,-0.3,-0.1,0.6,0.3,-10.1
O=C(NCCS(=O)(=O)NC1CCCCC1)c1ccccc1,-4.2,4.3,1.3,-4.2,-5.2,0.6,-0.4,0.1,-5.0,-11.7
COc1ccc(/C=N\NC(=O)c2cc(OCC(F)(F)F)ccc2OCC(F)(F)F)cc1,4.5,-7.0,-4.5,4.0,-0.9,-4.0,-5.4,0.2,9.4,4.6
O=C(C1=C[C@H](c2ccc(C(F)(F)F)cc2)C[C@H](OCCCCO)O1)N1CCOCC1,-1.5,0.2,0.1,6.5,-6.8,6.0,-1.6,0.0,7.1,1.6
COc1ccc(Cn2c(C)c(C)c(C#N)c2NC(=O)Nc2cccc(C)c2)cc1,6.6,-5.0,-1.0,-8.2,9.1,-15.8,3.6,0.2,1.9,17.7
CCOC(=O)Cc1csc(SCC(=O)N(CC(C)C)c2c(N)n(Cc3ccccc3)c(=O)[nH]c2=O)n1,6.3,1.6,1.2,5.1,-4.4,1.9,-6.9,-0.3,-5.2,9.3

# Single records (already shown). Screens in order: ARFGAP1 inhibitor, NPR1 activator, FXN GAA850 act, sPLA2-III inh, rCAG binder, NPR2 activator, Tn6 DDE FP, proKLK7 act, ADAM10 inh, ASAP1 inh
# Shown for COc1ccc(/C=N\NC(=O)c2cc(OCC(F)(F)F)ccc2OCC(F)(F)F)cc1 → 4.5, -7.0, -4.5, 4.0, -0.9, -4.0, -5.4, 0.2, 9.4, 4.6
# Shown for CCOc1cc2[nH]c(=S)n(Cc3ccc(C(=O)O)cc3)c(=O)c2cc1OCC → -3.2, 1.1, 1.6, -2.7, 7.9, -5.1, 2.6, 0.5, 5.5, -7.1
# Shown for CCC(C)(C)C1CCc2[nH]nc(C(=O)N/N=C(\C)c3ccco3)c2C1 (stereo not drawn) → 2.7, -3.6, -1.2, 4.8, -0.4, -7.6, 2.6, -0.2, 3.7, 9.1

# Next records follow.
SMILES,ARFGAP1 inhibitor,NPR1 activator,FXN GAA850 act,sPLA2-III inh,rCAG binder,NPR2 activator,Tn6 DDE FP,proKLK7 act,ADAM10 inh,ASAP1 inh
CCOc1ccccc1NC(=O)CCNC(=O)C1CCN(S(=O)(=O)c2ccccc2)CC1,-5.4,2.5,-1.1,-0.6,-0.3,9.5,-9.8,-0.7,-9.0,-4.8
O=C(CSc1ncnc2c(-c3ccc(Cl)cc3)nsc12)c1ccccc1,4.5,-7.1,0.4,9.7,0.6,-0.7,4.4,0.1,-3.6,8.1
O=C(NCc1ccccn1)c1ccc(NS(=O)(=O)c2cccc([N+](=O)[O-])c2)cc1,7.5,1.1,0.4,-7.8,1.7,2.1,-0.9,0.6,-7.5,7.6
Cc1cc(SCc2ccccc2C)nc(=O)[nH]1,1.1,0.8,2.2,0.4,-0.1,-3.6,10.9,0.0,-2.3,5.1
COc1ccc(C(=O)Nc2ccccc2N2CCOCC2)cc1[N+](=O)[O-],-5.5,-4.0,1.8,12.1,-1.9,4.9,-1.6,-0.3,-2.4,-2.0
COc1ccc(OC)c(NS(=O)(=O)c2ccc3c(c2)n(C)c(=O)n3C)c1,-1.1,0.3,1.6,5.9,-1.7,3.8,1.8,-1.0,-2.0,-9.0
CCN1C(=O)c2cccc3c(S(=O)(=O)Nc4ncccc4C)ccc1c23,9.0,5.9,7.3,0.2,2.6,2.8,4.3,4.8,-42.5,2.5
CCc1ccccc1NC(=O)CCCN1C(=O)c2cccnc2C1=O,-5.7,-3.5,1.1,-0.6,-3.3,-2.1,-2.1,0.7,-2.7,-7.5
Cc1ccc(NC(=O)CN(C)C(=O)Cc2coc3cc(C)c(C)cc23)cc1,5.4,-1.8,0.8,1.3,7.0,-5.0,-5.1,-0.5,4.5,6.3
Cc1ccccc1Oc1cccc(C(=O)/C(C#N)=C/N(C)C)c1,7.0,-4.1,2.3,-21.8,15.5,2.7,-4.2,0.2,5.4,5.1
N#Cc1c(-c2ccccc2)cc(-c2ccc(O)cc2)nc1N,2.6,-51.1,2.1,-56.2,5.1,-13.9,-2.4,1.8,-343.9,-7.1
Cc1ccccc1-n1c(=O)c2c(n3cnnc13)-c1ccccc1CC21CCCCC1,14.4,-2.6,-0.7,-3.3,-4.6,1.5,5.7,-1.1,2.1,17.1
O=C(Nc1ccc(OC(F)(F)F)cc1)C1CC(=O)N(Cc2ccco2)C1 (stereo not drawn),4.9,-1.1,0.0,-1.9,-2.8,-3.3,5.5,0.0,0.1,-6.2
O=C(c1ccc(F)cc1)C1CCN(C(=O)Nc2ccc(F)cc2F)CC1,-0.7,0.1,-0.5,-2.2,11.0,-2.0,-0.7,0.0,1.7,2.5

# From PubChem
